Screens (PubChem BioAssay)
p53 reactivation – re-activators of mutant p53. Potency, µM (doses to about 92.2 µM), inactives show top-dose activity change, positive = activation, usual class: activators. H1299 p53-A138V BP100-luciferase reporter, luminescence, 24 h. 0.063% of 320,000 active; also: % of control where 0% means no effect; nearly all actives have a fitted effect of over 45% in size
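p53-null H1299 cells stably carrying temperature-sensitive p53-A138V and a BP100-luciferase reporter were pinned with compounds (4-point, 1:5 series) and held 24 hrs at 37 deg C. Luminescence was read 10 min after detection reagent.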
uPA generation – blocks generation of uPA at the cell surface; cell surface uPA generation assay, qHTS; Potency, µM (doses to about 38.3 µM), for the others: at the top dose activity change, negative = inhibition, hits mostly inhibitors; 0.31% of 330,000 active; active = well fitted inhibition curve with a large enough effect; inconclusive = small, poorly fitted or top-dose-only effect; inactive = no such curve, though single readings can be large or run the other way; tested in mouse RAW 264.7 cells; also: % is scaled to controls: 0 for no effect and ±100 for the full control effect; nearly all actives have a fitted effect of over 55% in size
VP16 counter – inhibits Gal4-VP16 luciferase reporter, ROR gamma counter-screen | Drosophila S2 Gal4-VP16 UAS-luciferase, luminescence, 20 h | Potency, µM (highest dose often 53.6 µM), for the others: at the top dose activity, negative = inhibition, actives largely listed as inhibitors | 3.5% of 310,000 active | AID 2546;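 also: Gal4-VP16 expression switched on by copper sulfate through the metallothionein promoter; % is scaled to controls: 0 for no effect and ±100 for the full control effect; nearly all actives have a fitted effect of over 50% in size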
BRCA1 expr act – increases BRCA1 expression. MCF7-BRCA1-FFLuc reporter, luminescence, 48 h; response scale: scaled: vehicle 0%, 10 µM genistein 100%. 1.1% of 380,000 active. Potency, µM (doses to about 46.1 µM), for the others: at the top dose activation, actives largely listed as activators; also: nearly all actives have a fitted effect of over 80% in size; some results filed as inactive show a strong effect at the top dose
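Reporter cells (MCF7, BRCA1 promoter-firefly luciferase) received library compounds across a concentration series for 48 h. End-point luminescence was measured and concentration-effect curves derived after normalization.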
ELG1 genotoxic – induces genotoxicity in HEK293T cells with luciferase-tagged ELG1; 1.3% of 330,000 active; HEK293T ELG1-luciferase reporter, luminescence, 16 h; AID 504466; Potency, µM (highest dose often 46 µM), without a hit: at the highest dose activity change, positive = activation, most hits filed as activators; also: % of control where 0% means no effect; nearly all actives have a fitted effect of over 60% in size
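After overnight (16 hr) compound treatment at 37 °C, ELG1-luciferase HEK293T cells were lysed with ONE-Glo; luminescence quantified 30 min later at room temperature.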
CXXC DNA block – inhibitors of human MLL CXXC domain-DNA interaction; Q03164; MLL-CXXC / FITC-HOXA9 DNA fluorescence polarization; Potency, µM (titrated, usually from 115 µM), without a hit: top-dose activity change, negative = inhibition, hits mostly inhibitors; 0.037% of 290,000 active; AID 2662; active = well fitted inhibition curve with a large enough effect in the polarisation, with a control signal flat, not every such curve was filed as active; inconclusive = small, poorly fitted or top-dose-only effect, or effect the other way, or a change in a side signal; inactive = no such curve, though single readings can be large or run the other way; the % refers to the polarisation
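Steps: dispense CXXC domain solution (7 uM) → pin compounds or unlabeled HOX-A9 DNA control → 5 min ambient → add FLSN-HOX-A9 solution (50 nM) → spin → 30 min ambient → fluorescence polarization. Tris pH 7.5/NaCl/DTT/BSA buffer.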
MBNL1 CUG block – MBNL1-poly(CUG) RNA binding inhibition; Q9NR56; Potency, µM (series often up to 57.5 µM), without a hit: top-dose activity change, negative = inhibition, hits mostly inhibitors; 0.036% of 280,000 active; TR-FRET MBNL1-His/biotin-(CUG)12 binding, 665/545 ratio; active = well fitted inhibition curve with a large enough effect in the signal ratio, with a control signal flat, not every such curve was filed as active; inconclusive = small, poorly fitted or top-dose-only effect, or effect the other way, or a change in a side signal; inactive = no such curve, though single readings can be large or run the other way; the % refers to the signal ratio; also: % is scaled to controls: 0 for no effect and ±100 for the full control effect
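His-tagged MBNL1 binding to biotinylated (CUG)12 RNA was measured by TR-FRET using terbium anti-His antibody (0.055 ng/ul final) and streptavidin-XL665 (5 nM final). Compounds were titrated 92 nM to 58 uM; 60 min at room temperature.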
Rab9 prom act – Rab9 promoter activation | Huh7 Rab9 promoter-luciferase reporter, luminescence, 24 h | Potency, µM (doses to about 9.22 µM), for the others: at the top dose activation, negative = inhibition, hits mostly activators | 2.8% of 320,000 active | AID 485297; also: % of control where 0% means no effect; nearly all actives have a fitted effect of over 60% in size
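Rab9 promoter-driven luciferase in stably transfected Huh7 cells; 1500 cells/well rested 2 h, exposed to compound in DMSO for 24 h at 37 °C, 5% CO2. Luminescence read 10 min after adding luciferase reagent at ambient temperature.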
RORg inh – inhibitors of mouse ROR gamma transcriptional activity; P51450; Drosophila S2 Gal4-RORgamma UAS-luciferase reporter, 20 h; Potency, µM (highest dose often 53.6 µM), inactives show at the highest dose activity change, negative = inhibition, actives largely listed as inhibitors; 5.4% of 310,000 active; also: % is scaled to controls: 0 for no effect and ±100 for the full control effect; nearly all actives have a fitted effect of over 60% in size
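Drosophila S2 cells stably expressing Gal4-DBD/mouse RORγ fusion under metallothionein promoter plus UAS-luciferase; compound 1 h, then 700 uM CuSO4 induction for 20 h at ambient temperature; inhibition read as reduced luminescence.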
FLuc modulator – firefly luciferase modulation, counter-screen for miR-21 project | purified FLuc, Km substrates, luminescence inhibition | P08659 | Potency, µM (top dose mostly 57.5 µM), inactives show at the top dose activity change, negative = inhibition, most hits filed as inhibitors | 6.9% of 360,000 active;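 also: plate controls were vehicle for no effect and reference inhibitor for full effect; nearly all actives have a fitted effect of over 55% in size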
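Biochemical qHTS of compounds, final roughly 60 µM downward over six points, against 10 nM purified firefly luciferase using Km concentrations of substrates (10 uM D-luciferin, 10 uM ATP) in Tris acetate pH 7.5 buffer; luminescence output.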
NPC1 promoter act – NPC1 promoter activation. Huh7 NPC1 promoter luciferase reporter, 24 h. Potency, µM (titrated, usually from 9.22 µM), for the others: at the highest dose activation, hits mostly activators. 2.4% of 320,000 active;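 also: % of control where 0% means no effect; nearly all actives have a fitted effect of over 60% in size; reporter is driven by a mutant NPC1 promoter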
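Quantitative HTS used a cell-based reporter: Huh7 cells stably bearing the NPC1 promoter upstream of luciferase were treated with compounds for 24 h, and promoter activation was read as luminescence.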
* marks the source's active call; other numbers are inactive results; ? = inconclusive; . = no result given; [ ] = remark or other dose. Unless noted, calls follow the shape of the dose curve; as a rule, active = well fitted curve in the direction sought with a large enough effect; inconclusive = small, poorly fitted or top-dose-only effect, or another doubt; inactive = no such curve, though single readings can be large; an effect the other way counts as inactive or inconclusive. Potency is read from the fitted curve at half-maximal effect.

Molecule | p53 reactivation | uPA generation | VP16 counter | BRCA1 expr act | ELG1 genotoxic | CXXC DNA block | MBNL1 CUG block | Rab9 prom act | RORg inh | FLuc modulator | NPC1 promoter act
CCN1C(=O)CC(N2CCN(c3ccc(OC)cc3)CC2)C1=O (stereo not given) | -5% | 4% | 1% | -1% | -4% | 5% | -24% | 7% | 3%[10 µM] | -2% | 14%
CCCC(=O)N1CCC(CCC(=O)NC2CC2)CC1 | 2% | ? | 0% | -4% | -1% | 5% | 2% | 10% | -13% | 0% | -3%
CCOc1ccc2[nH]c(=O)c(CN(CCCO)S(=O)(=O)c3ccc(F)cc3)cc2c1 | -6% | -3% | 0% | -27% | -11% | -1% | -1% | 3% | 13% | -1% | 1%
COc1ccc(C(=O)Nc2ccccc2C(=O)NCCN2CCOCC2)cc1 | -20% | -6% | -3% | 12% | ? | 6% | -8% | -3% | -2% | ? | -1%
O=C(COC(=O)c1ccc(O)cc1)NCCCc1ccccc1 | -4% | 0% | -3% | -9% | 0% | -1% | -7% | 1% | 22% | 1% | -1%
Cc1ccc2cccc(NC(=O)C(F)(F)F)c2n1 | 1% | 2% | -5% | -18% | 2% | 5% | 17% | 3% | ? | -1% | -4%
Cc1ccc(C(=O)CSc2nnc(COc3cc(C)cc(C)c3)o2)cc1 | -6% | 1% | 1% | 4% | -2% | 17% | 3% | -2% | 0% | -3% | -2%
CN=C(Nc1cc(C)nn1CCC#N)c1ccc(F)cc1 | 2% | 3% | -1% | -17% | 1% | 0% | -1% | 6% | 1% | 1% | 2%
CCn1c2ccc(C)cc2c2nc3cc(C(=O)O)ccc3nc21 | ? | 2% | ? | -12% | ? | 3% | ? | ? | 19% | 27µM* | 19%
COc1ccc(OC)c(C(=O)NC(CC(N)=O)c2ccc(N3CCN(c4ccccn4)CC3)c([N+](=O)[O-])c2)c1 (stereo not given) | 7% | 2% | 7% | 0% | -1% | -2% | ? | 6% | -3% | 3% | 4%
COc1cc(/C=C/C(=O)Nc2ccc(N3CCCCC3)c(S(=O)(=O)Nc3ccccc3Cl)c2)cc(OC)c1OC | 3% | 18% | -5% | -50% | 0% | -6% | 16% | -3% | 12% | 1% | -2%
O=C(Nc1ccc(N2CCN(C(=O)c3ccco3)CC2)cc1)c1cccs1 | 10% | 7% | 17% | 9% | 0% | 11% | -7% | -2% | ? | -12% | 2%
Cc1nc(-c2ccc(Cl)cc2)sc1C1(C)CC(c2ccc(C#N)cc2)=NO1 (stereo not given) | 5% | 2% | -11% | 25% | 0% | 6% | 3% | 1% | 38% | -17% | -1%
Cc1ccc(-c2noc(CN(C(=O)C(c3ccccc3)c3ccccc3)C(C)C)n2)cc1 | 3% | -6% | ? | -26% | -13% | 7% | 2% | 0% | ? | 0% | 1%
CCOC(=O)C(C)On1c(-c2cccc(Cl)c2)nc2ccc([N+](=O)[O-])cc21 (stereo not given) | 23% | 2% | -8% | 38% | -5% | -3% | ? | 19% | 23% | ? | 9%
CC(Cc1ccccc1)C(=O)NCc1nc2ccccc2s1 (stereo not given) | 8% | -2% | -3% | 0% | -3% | 1% | ? | -5% | -3% | ? | -1%
Nc1ccc(C(=O)O)cc1[N+](=O)[O-] | 5% | -1% | -10% | 0% | -1% | 12% | . | 0% | -9% | -2% | -27%
O=C(Nc1ccccn1)c1ccc(Cl)c(S(=O)(=O)N2CCc3ccccc32)c1 | -5% | 6% | . | -20% | -4% | . | . | -14% | . | -23% | -11%
COc1cc(CCCN2CCNC[C@H]2Cc2ccc(O)cc2)cc(OC)c1OC | 0% | -1% | . | -3% | -1% | . | . | -1% | . | 0% | -3%
O=C(Nc1ccccc1)N1CCC(=S)Nc2ccccc21 | -1% | -7% | -4% | -16% | -2% | -12% | 3% | -3% | -35% | -2% | -1%
Cc1ccc(Nc2nc(N)nc(COC(=O)C3=COCCO3)n2)cc1 | ? | ? | . | 4µM* | ? | . | . | 2.8µM* | . | 13µM* | 2µM*
CN(C)S(=O)(=O)N1CCC(n2nccc2NC(=O)CCCc2ccccc2)CC1 | 4% | 1% | -1% | 18% | 0% | -4% | -2% | 0% | 7% | 1% | -5%
Cc1nn(-c2ccccn2)c2c1C(c1ccncc1)C1=C(CC(C)(C)CC1=O)N2 (stereo not given) | -5% | . | 1% | -6% | 0% | -12% | -3% | -4% | -25% | -17% | 1%
CCN(CC(=O)Nc1c(F)cccc1F)C(=O)CCC(=O)c1ccc(F)cc1 | -7% | 1% | . | 4% | 3% | . | . | -5% | . | 2% | 0%
O=C(NCCN1CCOCC1)c1ccc2c(c1)N(Cc1ccc(Cl)cc1)CCS2 | -5% | -23% | -9% | 4% | -9% | -2% | -4% | -1% | 14% | 2% | 1%
COc1ccccc1C(=O)Nc1ccc(OCC(=O)N2C(C)CCCC2C)cc1 (stereo not given) | 22% | -13% | . | 55% | 3% | . | . | 9% | . | 8.5µM* | 1%
COc1ccc(CC(=O)NCc2ccc3c(c2)cc(C)n3C)cc1OC | -3% | 12% | 0% | 2% | -12% | 9% | -2% | -6% | 23% | 5% | -5%
CCCNC(=O)c1ccc(COc2ccc(C)cc2)o1 | 1% | 14% | 5% | -5% | 1% | -4% | -2% | -2% | 70% | -11% | 2%
COc1ccc(S(=O)(=O)N2CCCOC2CNC(=O)C(=O)NCCc2ccco2)cc1 (stereo not given) | 5% | 6% | -13% | -16% | -4% | ? | 8% | 7% | 2% | 2% | -4%
CC1(c2nnc(-c3ccc(Cl)cc3)o2)CC(c2ccc(Cl)cc2)=NO1 (stereo not given) | 12% | 16% | -4% | 2% | 0% | 23% | 7% | -7% | -2% | 1% | -1%
Cc1cc2cc(CN(CC3CCCO3)C(=O)c3cnccn3)c(=O)[nH]c2cc1C (stereo not given) | ? | -6% | -12% | -25% | 2% | 0% | 2% | -4% | -6% | 6% | -4%
CCOC(=O)c1ccc(NC(=O)c2nccnc2C(=O)O)cc1 | 9% | 2% | ? | -12% | 5% | 3% | -14% | 9% | 44% | -13% | -1%
Nc1nnnn1/N=C/c1ccccc1OCc1ccccc1 | 6% | 4% | 8% | 0% | 7% | 1% | 2% | -10% | 7% | 2% | -1%
COc1ccc(C2(C)NC(=O)NC2=O)cc1OC (stereo not given) | 4% | -4% | -2% | 2% | ? | -7% | -2% | 0% | -3% | 2% | -5%
O=C1CCCCCCC1Sc1ccccc1[N+](=O)[O-] (stereo not given) | -4% | -2% | ? | -17% | -1% | 1% | 14% | -3% | ? | -1% | -5%
Cc1ccc2[nH]c(CSc3ccccc3)cc(=O)c2c1 | 0% | -5% | -15% | -11% | -5% | 8% | -3% | -3% | 45% | -14% | 9%
O=S(=O)(NC1CCCCC1N1CCN(c2cccc(Cl)c2)CC1)c1ccccc1 (stereo not given) | 2% | -4% | -9% | -4% | -3% | 3% | -7% | -3% | -12% | 0% | -3%
Cc1ncc(C23CC4CC(CC(C4)C2)C3)[nH]1 | -3% | -1% | -3% | 9% | 0% | 9% | 0% | 2% | -15% | -1% | 1%
COC(=O)c1cn(-c2cccc(C)n2)cn1 | 3% | 0% | 7% | 0% | 4% | ? | -5% | 2% | 10% | -11% | 3%
COc1ccc(OC)c(C2=NOC(C(=O)Nc3cccnc3)C2)c1 (stereo not given) | -7% | -3% | -5% | -3% | -5% | -1% | 0% | -1% | 16% | 0% | -2%
COc1cccc(-c2ncc3ccccc3c2COC(=O)c2ccc(F)cc2)c1 | -11% | 17% | . | 16% | -6% | . | . | 1% | . | -1% | 2%
CC(C)(C)C(=O)n1nc(-c2ccccc2)oc1=O | 7% | 1% | -8% | 3% | 0% | 62%[activator] | -14% | -3% | 22% | -4% | -3%
O=C(NC(=S)Nc1ccc(Br)cc1)C1CCCCC1 | 0% | 1% | 7.9µM* | 61% | 16% | -5% | 6% | ? | 5µM* | 3% | 26%
O=C(CSc1nnc(-c2ccc(S(=O)(=O)N3CCCC3)cc2)n1CC1CCCO1)NC1CC1 (stereo not given) | 9% | 1% | -10% | -2% | 1% | -6% | -2% | -6% | 27% | 2% | 2%
O=C1CN(C(=O)COC(=O)CNS(=O)(=O)/C=C/c2ccccc2)c2ccccc2N1 | 3% | -5% | 12% | -2% | -4% | -5% | -5% | 6% | 2% | -3% | -4%

A portion of the library. The share of hits here may be higher or lower than overall.
